Source: PubChem BioAssay (several laboratories)
L major viab: Leishmania major promastigote growth inhibition, primary screen; inhibition, % at 10 µM; AID 1063, 2008; Leishmania major promastigotes, resazurin fluorescence viability; actives 9% (n = 200,000); in the data active means inhibition above about 50%;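 further: promastigotes grown with compound for 44 hours at 28 °C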
PPARg SRC-1 ag: PPARgamma agonists recruiting SRC-1 coactivator, primary screen, biochemical; Peroxisome proliferator-activated receptor gamma (Homo sapiens), P37231; PPARgamma-SRC-1 coactivator recruitment biochemical assay; activation, % at 8 µM; actives 0.41% (n = 200,000); AID 631, 2007; in the data active means activation above about 19%;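 further: 0% = DMSO and 100% = reference agonist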
Target sequence (P37231 whole entry, looked up): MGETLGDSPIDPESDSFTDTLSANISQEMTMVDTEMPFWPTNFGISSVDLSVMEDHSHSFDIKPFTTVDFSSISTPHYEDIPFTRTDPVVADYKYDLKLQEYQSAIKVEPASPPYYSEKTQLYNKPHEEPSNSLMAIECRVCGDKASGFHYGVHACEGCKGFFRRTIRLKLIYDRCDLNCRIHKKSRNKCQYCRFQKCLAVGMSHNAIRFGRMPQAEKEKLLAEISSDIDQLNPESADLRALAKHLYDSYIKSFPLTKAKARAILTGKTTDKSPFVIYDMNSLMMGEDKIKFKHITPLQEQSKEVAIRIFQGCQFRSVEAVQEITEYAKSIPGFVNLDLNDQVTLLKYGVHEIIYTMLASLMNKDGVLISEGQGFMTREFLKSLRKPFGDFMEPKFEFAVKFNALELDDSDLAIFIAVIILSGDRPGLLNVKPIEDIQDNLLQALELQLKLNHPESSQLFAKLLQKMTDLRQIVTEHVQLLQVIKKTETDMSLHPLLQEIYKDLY
RAM network inh: inhibitors of the yeast RAM network, primary screen, dse1pr::URA3 reporter, 5-FOA selection; actives 1.8% (n = 190,000); inhibition, % at 50 µM; S. cerevisiae dse1pr::URA3 reporter, 5-FOA growth OD615, 2 d; analog-sensitive cbk1-as2 kinase mutant strain; AID 868, 2007;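 active means inhibition above a set limit, 3 SD over mean compound inhibition, cut at about 8.4% in these data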;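 further: 0% = DMSO-only wells with no growth and 100% = 10 µM 1-NA-PP1 full growth; inhibition rescues growth on 5-FOA so higher OD means more RAM inhibition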
PPARg SRC-3 ag: PPARgamma agonists recruiting SRC-3 coactivator, primary screen, biochemical; Peroxisome proliferator-activated receptor gamma (Homo sapiens), P37231; biochemical PPARgamma/SRC-3 coactivator recruitment assay; activation, % at 8 µM; actives 0.26% (n = 200,000); in the data active means activation above about 23%;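 further: 0% = DMSO and 100% = reference agonist; some compounds past the cut are filed as inactive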
SRC2 TRFRET art: TR-FRET signal artefacts, primary screen, artefact control for PPARgamma SRC-2 agonist project, biochemical; TR-FRET artefact counter-screen; hits give high values; TR-FRET ratio at 8 µM; actives 0.4% (n = 200,000); AID 1049, 2008; in the data active means TR-FRET ratio above about 2000; further: inactives centre near 1500
DTT redox prof: compounds producing H2O2 with reducing agent – biochemical, NIH compound library profiling, artefact control for MLSCN library redox annotation, primary screen; DTT-dependent redox cycling H2O2, phenol red/HRP absorbance; 100% = 100 µM peroxide control, 0% = buffer; activation, % at 10 µM; actives 0.03% (n = 200,000);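 active means activation of at least 50% relative to the plate's high and low controls in the primary single-dose screen; inactive means activation below 50%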;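 further: compound incubated with DTT at 0.8 mM final as the reducing agent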
bIAP inh: bovine intestinal alkaline phosphatase inhibitors, primary screen, selectivity assay for TNAP inhibitor project, biochemical, bovine IAP, CDP-star luminescence | alkaline phosphatase, intestinal [Bos taurus] | purified bovine IAP, 30 min | inhibition, % at 20 µM | 190,000 tested, under 10 active | AID 1019, 2008;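 active means over 50% inhibition of intestinal alkaline phosphatase at 20 µM in the single-dose screen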
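Incubation: 30 min reaction at room temperature / Material: purified bovine intestinal alkaline phosphatase (IAP) enzyme / Input: enzyme at 1/65,000,000 dilution / Dosing: 20 µM single dose / Signal: CDP-star luminescence signal / Reagent: CDP-star chemiluminescent phosphatase substrate, 30 µM final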
S1P3 antag: S1P3 receptor antagonists, primary screen, cell-based. Sphingosine 1-phosphate receptor 3 (Homo sapiens), Q99500. CHO S1P3 NFAT-BLA reporter, FRET fluorescence, antagonist mode. inhibition, % at 4.98 µM. actives 0.27% (n = 170,000). AID 485, 2006;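 active means inhibition above the plate cutoff, the mean inhibition of test wells on that plate plus 3 SD, cut at about 28% in these data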;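 further: cells challenged with S1P at its EC80 of 0.8 µM; blue over green emission ratio from cleaved BLA substrate after 4 h stimulation; 0% = S1P-stimulated wells and 100% = unstimulated DMSO-only wells; some compounds past the cut are filed as inactive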
Target sequence (Q99500 whole entry, looked up): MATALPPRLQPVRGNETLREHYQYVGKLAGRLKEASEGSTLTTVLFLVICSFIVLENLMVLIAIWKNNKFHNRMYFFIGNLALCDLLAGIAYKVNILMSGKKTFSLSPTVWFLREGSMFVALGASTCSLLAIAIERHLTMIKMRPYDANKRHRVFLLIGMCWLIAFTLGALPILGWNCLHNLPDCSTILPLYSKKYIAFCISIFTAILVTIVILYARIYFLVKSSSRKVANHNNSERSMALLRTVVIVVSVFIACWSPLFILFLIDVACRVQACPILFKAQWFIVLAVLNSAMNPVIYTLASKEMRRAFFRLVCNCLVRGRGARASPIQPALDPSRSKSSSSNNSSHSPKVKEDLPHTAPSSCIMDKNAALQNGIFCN
ROMK mod: ROMK potassium channel modulators, primary screen, cell-based, thallium flux, MLSMR library. Tet-inducible ROMK, thallium flux fluorescence; actives lie on both sides. B-score at 10 µM. actives 2% (n = 130,000). AID 1918, 2009;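 active means signal ratio slope over the read window, or its plate-corrected B-score, at least 3 SD from the plate mean, either direction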;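 further: B-score of the F/F0 ratio slope over 7 to 12 s after thallium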
Efa HMGR inh: inhibitors of E. faecalis class II HMGR, primary screen, biochemical, Enterococcus faecalis; HMG-CoA reductase (Enterococcus faecalis, mvaE); purified E. faecalis HMGR, NADPH absorbance 340 nm kinetic; inhibition, % at 10 µM; actives 0.41% (n = 190,000);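 active means inhibition above a set limit, the median over all tested compounds plus 3 SD, cut at about 9.5% in these data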;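 further: enzyme runs in reverse so mevalonate oxidation gives rising NADPH absorbance; 0% = complete reaction with DMSO and 100% = background rate lacking mevalonate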
PPARg SRC-2 ag: agonists of PPARg-SRC-2 recruitment, primary screen, biochemical, HTS; Peroxisome proliferator-activated receptor gamma (Homo sapiens), P37231; PPARgamma LBD-SRC-2 recruitment; activation, % at 8 µM; actives 0.34% (n = 200,000); AID 1032, 2008; in the data active means activation above about 22%;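 further: 0% = vehicle and 100% = reference agonist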
Starred values were filed as active, the others as inactive; . = no result given. Outcome played no part in choosing rows; about 13% have a hit in one of these screens.

SMILES	L major viab	PPARg SRC-1 ag	RAM network inh	PPARg SRC-3 ag	SRC2 TRFRET art	DTT redox prof	bIAP inh	S1P3 antag	ROMK mod	Efa HMGR inh	PPARg SRC-2 ag
COc1cnc(-c2ccccn2)nc1Oc1ccccc1Cl	44	1	-0.3	4	1708	0.9	-4	.	.	-4	6
COC(=O)c1ccccc1NC(=O)CSc1ccccc1	-3	3	1.5	0	1777	-3.2	34	-34	.	0	6
Cc1ccc(C(=O)NCc2ccccc2)c(F)c1F	7	-2	-0.2	2	1389	0.4	2	-17	.	-16	-2
CC(C)(C)n1nnnc1C(c1cccs1)N1CCN(c2ccccc2)CC1 (stereo not drawn)	6	-3	-0.1	-7	1443	2.2	9	.	.	-7	-8
N#Cc1c(N2CCCCC2)nc(N)c2c(N)nc3c(c12)CC(CCl)O3 (stereo not drawn)	2	1	5.7	1	1490	-0.3	-4	6	-0.45	-3	7
CC/C(=N\NC(=O)c1ccccc1Cl)c1ccc(Br)s1	8	4	1.8	4	1586	-0.2	4	6	1.3	-1	10
O=C1Nc2ccc(F)cc2C12Nc1ccccc1-c1nnc(SCc3ccccc3Cl)nc1O2 (stereo not drawn)	-5	2	4.5	-10	1453	1.7	6	.	.	-8	0
CC12CN3CC(C)(CN(C1)C3c1ccc(Cl)cc1Cl)C2O (stereo not drawn)	-14	2	.	-7	1520	1.3	-2	.	.	.	-5
CC1CCN(S(=O)(=O)c2ccc(C(=O)Nc3sccc3C(N)=O)cc2)CC1	2	29*	0.3	-1	1507	-0.9	21	.	.	-5	-2
Clc1ccc(OCCCc2nc(-c3cccnc3)no2)c(Cl)c1	-4	9	0.0	6	1795	0.0	-7	-24	0.077	-2	0
CC(C)C(=O)NC(=S)Nc1ccc(S(=O)(=O)N2CCCC2)cc1	26	2	1.5	-2	1540	-0.5	-1	-1	.	-2	-2
COC(=O)c1[nH]c2c(c1C)C(=O)CC(c1cc(OC)ccc1OC)C2 (stereo not drawn)	18	0	3.9	2	1616	-0.4	7	-9	.	-2	8
Cc1ccccc1CS(=O)(=O)Cc1ccc(C(=O)NCc2cccnc2)o1	0	-8	1.0	9	1571	0.1	6	4	0.49	-1	1
COc1ccc(-c2cc(C(F)(F)F)nc(SCC(=O)NCc3ccco3)n2)cc1OC	-1	-3	2.4	-1	1351	2.9	-3	-3	.	-8	-2
Cc1ccc(C(=O)NCc2ccc3c(c2)OCO3)cc1S(=O)(=O)N1CCOCC1	3	4	0.3	-3	1678	-0.5	0	0	.	4	12
COc1ccc(CCC(=O)Nc2cc(S(C)(=O)=O)ccc2Cl)cc1	2	7	1.5	1	1627	-1.2	-11	-23	0.31	3	12
COc1cccc(NC(=O)Nc2ccc(C)c(Cl)c2)c1	-5	4	3.3	-1	1658	-0.6	-2	11	-0.97	0	-9
c1ccc(COc2cccc(CNCc3cccnc3)c2)cc1	98*	9	-0.1	0	1655	-0.3	-6	-2	-0.75	1	5
CNc1nc(-c2ccc(Cl)cc2)cs1	-11	2	-0.3	-1	1571	-1.2	8	.	.	-5	8
CC1(C)Cc2c(c(N3CCOCC3)nc3sc(C(=O)N4CCCCC4)c(N)c23)CO1	-5	8	4.1	3	1570	-1.3	2	3	.	-7	0
CC(C(=O)N1CCOCC1)c1ccc([N+](=O)[O-])cc1 (stereo not drawn)	55*	-5	-0.4	2	1534	0.2	-2	0	.	-5	-6
Cc1ccc(Cl)cc1N=C(N)N=C(N)N	-8	2	0.7	4	1478	-0.1	-3	8	0.51	15*	9
Cc1ccc(C(=O)/C=C/c2ccccc2)o1	83*	-1	-1.3	-3	1567	-1.2	32	.	-2.4	-2	-3
Cn1nnnc1SCc1nnc(-c2ccc(F)cc2)o1	-5	0	2.4	2	1627	0.3	7	.	0.086	1	3
O=C1C2CSCN2C(=O)CN1CCCN1CCN(C(c2ccccc2)c2ccccc2)CC1 (stereo not drawn)	10	7	0.9	-2	1547	-0.2	-37	-1	-0.97	-1	6
SMILES	L major viab	PPARg SRC-1 ag	RAM network inh	PPARg SRC-3 ag	SRC2 TRFRET art	DTT redox prof	bIAP inh	S1P3 antag	ROMK mod	Efa HMGR inh	PPARg SRC-2 ag
O=C(NCC1CCCO1)c1onc(CSc2ccc(Cl)cc2)c1C(=O)O (stereo not drawn)	-8	1	1.7	6	1518	15	5	.	.	-5	11
C=CCSc1nsc(N)n1	-1	-6	1.8	0	1594	0.6	4	-10	1.9	-2	-4
COc1cc(NC(=S)NN2CCOCC2)cc(OC)c1	-1	-1	.	6	1658	-4.3	.	.	.	.	7
CC(C)(C)NC(=O)CSc1nsc(SCC(=O)NC(C)(C)C)c1C#N	14	-3	4.0	-2	1512	1.8	14	.	-0.045	-3	-2
CCOC(=O)c1cnn(-c2ccc(C(F)(F)F)cn2)c1N	9	-7	2.4	1	1491	0.5	12	.	.	1	-2
CC(C)COc1ccc(/C(O)=C2/C(=O)C(=O)N(CCN(C)C)C2c2ccncc2)cc1 (stereo not drawn)	7	-1	0.0	5	1652	1.5	19	-5	.	-3	2
O=C(CN1CCOCC1)Nc1ccc2c(c1)OCO2	-6	2	2.4	10	1708	-0.2	-8	-27	1.9	-5	2
COc1ccc(-c2[nH]ncc2CN2CCCC(C(=O)c3ccc(OC)cc3OC)C2)cc1 (stereo not drawn)	6	7	1.4	1	1659	0.6	-37	10	-0.21	3	-2
CC(CCc1ccccc1)NC(=O)Cc1ccc([N+](=O)[O-])cc1 (stereo not drawn)	65*	3	1.1	2	1565	-0.5	0	8	.	2	-3
COc1ccccc1C1C([N+](=O)[O-])=CC([N+](=O)[O-])=CN1C (stereo not drawn)	9	-10	0.9	-2	1548	-0.1	4	-6	-5*	1	0
CC(CCc1ccccc1)NC(=O)c1nnc(Cc2ccc(F)cc2)o1 (stereo not drawn)	-12	3	0.7	-1	1605	0.4	16	-10	-0.0069	-2	0
COc1ccc(-c2ncncc2-c2csc(C)n2)c(O)c1	5	-3	1.9	-9	1312	3.4	9	.	0.57	-2	-2
CCOC(=O)c1[nH]c(C)c(CN(CCc2ccccc2)S(C)(=O)=O)c1C	11	9	7.5	6	1799	-1.4	-4	-5	.	-3	7
Cc1ccc(/C=[N+](/C)[O-])cc1	-3	2	-1.5	3	1643	-0.4	-12	-12	0.1	-5	-4
COC(=O)[C@@H](NC(=O)O[C@@H]1C(=O)c2cc(Br)ccc2O[C@H]1c1cccc(OC)c1)C(C)C	6	-3	3.8	-5	1258	0.4	-18	-7	-1.6	-6	0
O=C(Nc1ccccc1CC[N+](=O)[O-])N1CCN(c2ccccc2)CC1	3	3	0.2	5	1367	-0.9	-17	-2	-0.95	-8	-6
Cc1cccc(-c2nc(CSc3nc4c(c(=O)[nH]3)CCC4)c(C)o2)c1	-2	6	5.8	3	1538	0.5	13	-6	-0.29	0	9
CCC(=O)N1CCCn2c1nc1ccccc12	-6	-4	0.3	0	1334	1.4	20	.	.	-6	-6
CCOC(=O)c1cc2sc(C)cc2n1CC(=O)N1CCc2ccccc21	3	1	3.0	3	1550	0.0	7	.	0.35	-4	9
Cc1cc(C(=O)N2CCN(C(=O)C3CCCO3)CC2)no1 (stereo not drawn)	-5	4	0.7	2	1576	0.8	16	8	0.46	1	20
COc1ccc(Cl)c(Cn2c(NCc3ccco3)nc3c2c(=O)n(C)c(=O)n3C)c1	12	2	3.5	5	1538	0.7	8	12	.	-2	6
COc1ccc2c(c1)CC(C1(O)C(=O)Nc3ccccc31)C2=O (stereo not drawn)	-6	-4	0.9	-7	1403	1.6	22	17	.	-5	-1
CSc1nc2ccc(S(=O)(=O)NC3CCCCC3)cc2s1	1	0	1.9	1	1560	-0.1	22	.	-2.4*	-6	-1
O=c1cc(CSc2ccc(Cl)cc2)nc(-c2ccncc2)[nH]1	-9	2	2.3	-2	1457	0.0	0	-10	1.9	-2	2
Cc1nc2ncnn2c(C)c1Cc1ccc(Cl)cc1	15	1	1.1	2	1497	0.1	2	.	-0.73	-6	7

Copied from the list.
C=CCSc1nsc(N)n1 @ ROMK mod = 1.9
COC(=O)[C@@H](NC(=O)O[C@@H]1C(=O)c2cc(Br)ccc2O[C@H]1c1cccc(OC)c1)C(C)C @ SRC2 TRFRET art = 1258

Remaining list, next part:
SMILES	L major viab	PPARg SRC-1 ag	RAM network inh	PPARg SRC-3 ag	SRC2 TRFRET art	DTT redox prof	bIAP inh	S1P3 antag	ROMK mod	Efa HMGR inh	PPARg SRC-2 ag
CCc1ccccc1NC(=S)N(CCCN1CCOCC1)Cc1ccccn1	-2	2	0.8	4	1685	-0.7	13	0	0.0062	-6	6
CCOC(=O)c1c(NC(C)=O)sc2c(OCCN(CC)CC)c(Br)ccc12	100*	1	-0.4	5	1628	-0.1	12	-12	0.094	-3	-3
CCN1CCN(C(=S)Nc2ccc3nc(N4CCN(CC)CC4)cc(C)c3c2)CC1	30	2	2.1	1	1626	-0.4	3	6	0.55	-3	6
Cc1c(C(=O)OC2CCCCC2)[nH]c2c1C(=O)CC(C)(C)C2	3	1	1.1	-1	1728	-0.3	8	.	-0.55	-2	5
COc1c(C)cc(Br)cc1C(=O)Nc1ccccc1N1CCN(C(=O)c2ccccc2)CC1	20	-1	3.9	0	1613	-0.6	-7	-9	0.042	5	5
Cc1ccc(S(=O)(=O)/N=C(\Nc2cccc(C)c2)Nc2nc(C)cc(C)n2)cc1	-2	7	6.0	2	1634	-0.2	0	10	.	-5	14
COc1ccc2c(c1)c1ncn(CCN3CCNCC3)c(=O)c1n2C	20	-2	1.5	11	1613	-0.8	-1	.	.	-1	6
Cc1cc(-c2ccc(Br)s2)nc(-n2cccc2)n1	0	26*	2.1	24*	2162*	-0.2	4	3	-0.6	-3	25*
CC(=O)CCc1ccc(OC(=O)c2cccnc2)cc1	-1	4	0.8	1	1983*	0.1	19	.	.	5	26*
CC[n+]1ccc(/C=C2\Sc3ccccc3N2CCCS(=O)(=O)[O-])c2ccccc21	5	18	0.1	5	1531	0.3	-3	-15	0.051	-5	4
c1ccc(-c2cnnc(N3CCCCC3)n2)cc1	5	-4	-0.9	-2	1620	0.0	16	.	-1.2	2	3
O=C(NCC(=O)N(Cc1ccccc1)C(C(=O)NC1CCCC1)c1ccncc1)c1ccco1 (stereo not drawn)	-3	0	1.5	7	1563	1.0	2	.	0.12	-13	11
